Screening results deposited in PubChem by several laboratories.
PERK inh – block of dimerizer-induced PERK translation repression, primary screen, PERK inhibitor project, CHO PERK-DD cells, SEAP luminescence, HTS | AID 1416, 2008 | inhibition, % at 5.6 µM | 220,000 compounds, 0.17% hits | CHO PERK-DD fusion, SEAP luminescence translation reporter;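 active = inhibition above the mean inhibition of all tested compounds plus 3 SD, set separately per screening campaign, cut at about 2.9% in these data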;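 also: PERK kinase domain activated by AP20187 dimerizer at 100 nM; 0% = DMSO with dimerizer and 100% = rapamycin at 8.4 µM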
TRPML3 ag – human TRPML3 channel agonists, primary screen, cell-based, HEK293 TRPML3-YFP, Fluo-8 calcium fluorescence, 3 µM. Mucolipin-3 (Homo sapiens), Q8TDD5. 220,000 compounds, 0.29% hits. activation, % at 3 µM. 100% = the carbachol control signal;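 active = activation above its plate's cutoff, the mean activation of the plate's test wells plus 3 SD, cut at about 12% in these data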;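 also: 0% = DMSO only wells and 100% = carbachol wells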
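Test system: TRPML3-YFP stable HEK293 cells. Doses: single point at 3 µM. Incubation: dye loading 1 h 37 °C then 30 min ambient, 125 s read. Signal: Fluo-8 calcium dye fluorescence, ex 470-495, em 515-575 nm. Measure: percent activation from peak-to-basal fluorescence ratio, scaled between DMSO and carbachol.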
TRPN1 ag – zebrafish TRPN1 channel agonists, primary screen, cell-based, HEK293, calcium fluorescence | HEK293 zebrafish TRPN1-YFP, Fluo-8 calcium fluorescence; 100% = response to 87 µM carbachol | activation, % at 3 µM | 220,000 compounds, 0.18% hits | AID 1424, 2008;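 active = activation above its plate's cutoff, the mean activation of test wells on that plate plus 3 SD, cut at about 19% in these data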;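 also: 0% = DMSO alone and 100% = 87 µM carbachol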
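System: zebrafish TRPN1-YFP in HEK293 cells / Dosing: 3 µM single point / Timing: dye loading 1 h at 37 °C, then 30 min room temperature / Signal: Fluo-8 calcium fluorescence, excitation 470-495 nm, emission 515-575 nm / Read-out basis: percent activation from peak over basal fluorescence ratio, control-normalized / Control set: high carbachol 87 µM, low DMSO alone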
Ba/F3 V617F tox – reduced viability of JAK2V617F-dependent Ba/F3 cells, primary screen, JAK2V617F inhibitor project, cell-based, Ba/F3 EpoR-JAK2V617F, luminescence; inhibition, % at 5.6 µM; 220,000 compounds, 1.1% hits; AID 1446, 2008; ATP luminescence;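 active = inhibition above the campaign mean plus 3 SD over all tested compounds, cut at about 24% in these data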;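 also: cytokine-independent growth of Ba/F3 cells driven by EpoR plus mutant JAK2; 0% = DMSO-treated cells and 100% = JAK inhibitor I control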
S1P4 ag – S1P4 receptor agonists, primary screen, cell-based; Sphingosine 1-phosphate receptor 4 (Homo sapiens), O95977; S1P4-expressing cell line, agonist reporter assay; activation, % at 4.98 µM; 220,000 compounds, 0.35% hits; in the data active = activation above about 11%;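 also: 0% = DMSO vehicle and 100% = reference agonist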
Target sequence (O95977 whole entry, looked up): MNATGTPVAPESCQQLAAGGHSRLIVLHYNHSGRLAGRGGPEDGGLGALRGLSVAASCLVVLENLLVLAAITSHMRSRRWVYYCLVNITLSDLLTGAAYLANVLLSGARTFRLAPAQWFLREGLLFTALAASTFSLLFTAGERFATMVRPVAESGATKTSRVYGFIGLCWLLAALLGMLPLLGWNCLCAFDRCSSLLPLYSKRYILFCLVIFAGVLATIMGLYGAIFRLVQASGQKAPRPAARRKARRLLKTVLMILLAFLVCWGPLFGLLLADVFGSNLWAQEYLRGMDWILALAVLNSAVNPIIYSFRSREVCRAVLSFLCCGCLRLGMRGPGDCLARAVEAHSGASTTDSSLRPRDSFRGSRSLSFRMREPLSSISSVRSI
EP2 modulator – EP2 receptor modulators, cAMP readout, primary screen, cell-based, HTRF cAMP, PGE2 stimulation | Prostaglandin E2 receptor EP2 subtype (Homo sapiens), P43116 | EP2-expressing cells, cAMP HTRF FRET, PGE2 co-stimulation | induction, % at 25 µM | 260,000 compounds, 0.83% hits;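 active = compounds whose cAMP rise, as percent of the full-agonist control response, exceeds 60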;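 also: rat C6 glioma line stably carrying human EP2 under a CMV promoter; the protocol text gives 20 µM as final concentration; 100% = response of wells given 1 µM PGE2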
Target sequence (P43116 whole entry, looked up): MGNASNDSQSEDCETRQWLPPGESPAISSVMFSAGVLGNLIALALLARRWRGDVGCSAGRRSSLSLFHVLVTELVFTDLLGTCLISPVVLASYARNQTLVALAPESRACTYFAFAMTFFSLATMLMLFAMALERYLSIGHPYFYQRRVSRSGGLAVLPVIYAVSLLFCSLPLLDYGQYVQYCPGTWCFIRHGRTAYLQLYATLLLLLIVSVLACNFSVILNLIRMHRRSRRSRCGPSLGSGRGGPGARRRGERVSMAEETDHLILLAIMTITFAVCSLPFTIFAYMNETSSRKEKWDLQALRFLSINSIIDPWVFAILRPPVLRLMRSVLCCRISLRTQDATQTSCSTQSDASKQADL
S1P4 antag – S1P4 receptor antagonists, primary screen, cell-based; Sphingosine 1-phosphate receptor 4 (Homo sapiens), O95977; S1P4-expressing cells, antagonist mode, reporter read-out; inhibition, % at 4.98 µM; 220,000 compounds, 0.26% hits; in the data active = inhibition above about 29%;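 also: 0% = wells stimulated with agonist and 100% = vehicle wells without agonist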
m-calpain inh – inhibitors of pig calpain II, primary screen, biochemical, fluorogenic peptide substrate, 1536-well | purified calpain II, 30 min | inhibition, % at 16 µM | 220,000 compounds, 0.37% hits | AID 1236, 2008;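 active = inhibition above about 50%, limit read from the data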
BaF3 parental – parental Ba/F3 cell viability inhibition, counter-screen for JAK2V617F inhibitor project, murine pro-B, CellTiter-Glo luminescence | 220,000 compounds, 1.1% hits | AID 1486, 2009 | inhibition, % at 5.6 µM | CellTiter-Glo ATP luminescence;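 active = inhibition above a per-campaign cutoff, the mean inhibition of all tested compounds plus 3 SD, cut at about 27% in these data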;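 also: 0% = DMSO wells and 100% = JAK Inhibitor I control wells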
The depositor's hits bear a star; i = inactive; & = joins results of further samples.

SMILES | PERK inh | TRPML3 ag | TRPN1 ag | Ba/F3 V617F tox | S1P4 ag | EP2 modulator | S1P4 antag | m-calpain inh | BaF3 parental
CS(=O)(=O)N1CCC(C(=O)NCC2CCCO2)CC1 (centres undefined) | -0.1 | 0.9 | 0.3 | 6 | 0.9 | 30 | -12 | -3 | 8
CCOC(=O)N1CCC(NC(=O)CCc2c(C)nc3c(c(C)nn3C(C)(C)C)c2C)CC1 | -1.2 | -1.1 | 0.8 | 5 | -0.8 | 16 | -7 | -11 | 9
CCCCOc1ccc(/C=N/NC(=S)Nc2cccc(C)c2C)cc1 | 0.6 | 1.1 | 0.3 | 4 | -2.9 | 2 | -2 | -29 | 15
COc1ccccc1Nc1ncc(C(C)=O)c(C)n1 | 0.3 | 0.1 | -1.0 | -1 | -0.8 | 21 | -7 | -10 | 5
CCOc1ccc2c(c1)n(CO)c(=S)n2CO | -1.0 | 1.4 | 1.5 | 1 | 0.3 | -3 | -4 | -13 | 0
C=CCn1c(=NC(=O)c2cccs2)sc2cccc(OC)c21 | 0.2 | 0.0 | 1.4 | 4 | -0.3 | 52 | 18 | -34 | -3
Cn1cc([N+](=O)[O-])c(C(=O)Nc2cnn(Cc3ccc(F)cc3)c2)n1 | -0.3 | 0.8 | -0.5 | -2 | -0.3 | -41 | -5 | -3 | 5
CN(C)c1ccc(-c2nnn(CC(=O)Nc3ccccc3N3CCOCC3)n2)cc1 | -0.5 | 0.4 | 3.2 | 0 | -0.3 | -7&-109 | -3 | 13 | 7
Cc1ccc(S(=O)(=O)N2CCCC2C(=O)OCc2nc3sc(C)c(C)c3c(=O)[nH]2)cc1 (centres undefined) | -0.2 | -0.3 | -0.8 | 0 | 3.2 | 20 | -2 | -3 | 4
COc1ccc(N(C(=O)c2cnccn2)C(C(=O)NC2CCCCC2)c2ccc(O)cc2)cc1 (centres undefined) | 0.5 | 0.6 | 0.5 | 5 | -1.6 | 11 | -11 | 11 | 9
COc1cccc(C2c3c(oc4ccc(F)cc4c3=O)C(=O)N2CCCN2CCOCC2)c1 (centres undefined) | 0.7 | 0.4 | 0.8 | 0 | 8.2 | -2 | 4 | 26 | 4
Cc1cc(C)n2cc(CSc3nc4ccccc4[nH]3)nc2n1 | 0.5 | -0.8 | -0.3 | -2 | -0.3 | -10 | -10 | -14 | -1
CC1(C)CC(CC(=O)NC(=S)Nc2ccc([N+](=O)[O-])cc2)C(=O)O1 (centres undefined) | 0.1 | 1.0 | 0.0 | 5 | 0.3 | -25 | 3 | 28 | 2
Cc1cccn2c(CN(C)CCC3CCCCO3)c(C(=O)N3CCCCC3)nc12 (centres undefined) | 0.1 | 0.5 | 0.7 | -3 | -0.9 | -31 | 1 | 5 | 0
CCNC(=O)/C(=C\c1ccc2c(c1)OCO2)NC(=O)c1ccc(Br)cc1 | 0.5 | -0.1 | 2.4 | 3 | 1.0 | 6 | 18 | -30 | -1
CC(=O)n1cc(Nc2ccc([N+](=O)[O-])cc2)c2ccccc21 | -0.1 | -1.1 | 0.6 | 5 | 0.9 | -54 | 1 | -1 | 10
O=C(CCCSc1nc2ccccc2c(=O)[nH]1)c1ccccc1 | 1.6 | 0.5 | -0.3 | -1 | -0.1 | -45 | -2 | -4 | -1
O=C(O)c1ncn(Cc2ccccc2)c1C(=O)O | 1.6 | 0.8 | 1.1 | 0 | -0.3 | 2 | -8 | -9 | 3
c1coc(Cn2c(SCc3nc4ccccc4[nH]3)nnc2-c2cccs2)c1 | -1.4 | 0.1 | -0.5 | 3 | -0.3 | 3 | -8 | 9 | 4
CCOC(=O)CNC(=O)CSc1ncnc2c1cnn2Cc1ccccc1 | 1.3 | -0.1 | 0.6 | -4 | -0.9 | 18 | -17 | 19 | 2
COCCNC(C(=O)Nc1cc(Cl)cc(Cl)c1)c1ccccc1 (centres undefined) | -1.8 | -0.7 | -1.1 | -4 | 2.5 | 1 | -12 | -7 | 3
CC(C)C(=O)O/N=C(\N)c1ccccn1 | 0.3 | 0.0 | 0.0 | -3 | 0.5 | 2 | -4 | -1 | 0
CCOC(=O)c1c(-c2ccc(C)o2)csc1NC(=O)COC(=O)c1ccc(NC(N)=O)cc1 | 0.7 | 0.6 | 0.8 | 0 | -0.2 | 1 | -12 | -196 | 3
Cc1ccc(CCNC(=O)C2CCN(S(=O)(=O)c3cccc4nonc34)CC2)cc1 | 0.3 | -0.7 | 1.6 | -5 | -1.8 | 3 | -17 | 17 | 0
Clc1cccc(/C=N/Nc2nnc(Cl)c3ccccc23)c1 | 0.8 | 0.1 | 0.6 | 0 | 0.8 | -1 | -19 | -5 | 2
COc1ccc2cc(CCNC(=O)c3ccc4c(c3)OCO4)c(=O)[nH]c2c1 | -0.4 | 0.0 | 0.3 | 3 | 1.4 | -5 | 3 | -16 | 6
CCOC(=O)N1CCN(CC(=O)Nc2c(C(=O)OC)[nH]c3cc(C)ccc23)CC1 | -0.2 | 0.6 | 1.3 | 2 | -0.7 | -31 | -22 | -48 | 4
COc1ccc(/C=C2/SC(=O)N(CC(=O)NCCC(C)C)C2=O)cc1OC | -0.1 | 1.6 | 2.0 | 2 | 0.0 | -30 | -10 | i | 10
CCc1ccc(C2c3[nH]c4ccccc4c3CCN2C(=O)CN2CCN(CC)CC2)cc1 (centres undefined) | 0.7 | 2.9 | 1.9 | 0 | -0.8 | -37 | -9 | 16 | 3
Cc1cc(C(=O)Nc2ccccc2C#N)n(-c2ccccc2)n1 | 0.1 | 0.3 | -0.1 | 3 | 1.1 | 10 | -11 | -20 | 5

Record cards (already shown).
Cc1ccc(CCNC(=O)C2CCN(S(=O)(=O)c3cccc4nonc34)CC2)cc1 is listed with PERK inh: 0.3; TRPML3 ag: -0.7; TRPN1 ag: 1.6; Ba/F3 V617F tox: -5; S1P4 ag: -1.8; EP2 modulator: 3; S1P4 antag: -17; m-calpain inh: 17; BaF3 parental: 0
Clc1cccc(/C=N/Nc2nnc(Cl)c3ccccc23)c1 is listed with PERK inh: 0.8; TRPML3 ag: 0.1; TRPN1 ag: 0.6; Ba/F3 V617F tox: 0; S1P4 ag: 0.8; EP2 modulator: -1; S1P4 antag: -19; m-calpain inh: -5; BaF3 parental: 2

Later entries:
SMILES | PERK inh | TRPML3 ag | TRPN1 ag | Ba/F3 V617F tox | S1P4 ag | EP2 modulator | S1P4 antag | m-calpain inh | BaF3 parental
CSc1nc2ccc(NC(=O)c3ccco3)cc2s1 | 0.1 | 0.5 | -0.6 | 7 | 0.2 | -3 | -2 | 28 | 12
O=C(c1cc2sccc2n1Cc1ccc(F)cc1)N1CCc2ccccc21 | -0.7 | 0.4 | -0.3 | -1 | 1.1 | 63* | -6 | 24 | 2
O=C(Cc1nnc(NC(=O)Nc2ccc(F)cc2)s1)NCc1ccccc1 | -0.6 | 0.9 | 0.4 | -1 | -0.8 | -21 | 11 | 13 | -2
O=C1CC(N2CCN(Cc3ccccc3)CC2)C(=O)N1 (centres undefined) | 2.7 | 0.8 | 0.4 | 0 | 0.0 | 18 | -8 | -9 | 10
CCCCNC(=O)CC(=O)Nc1ccccc1C(=O)O | 0.6 | -0.1 | 0.8 | 1 | 1.4 | 14 | -1 | -4 | 8
COC(=O)c1ccc(COc2ccc(/C=N/N3CCN(C)CC3)cc2)cc1 | 1.3 | 0.6 | 0.3 | -1 | 1.6 | -24 | -8 | -4 | 1
O=C(Nc1ccc(Cl)c(Cl)c1)c1csc(-c2ccccc2)n1 | 0.1 | -0.5 | 0.7 | -6 | -3.8 | 7 | -16 | 9 | -1
O=C(Nc1cccc(C(F)(F)F)c1)C1CCCO1 (centres undefined) | 1.3 | 0.5 | -0.5 | -3 | -0.8 | 2 | 1 | -32 | 2
CCCNc1nc(N)nc(-c2cc(Cl)ccc2OC)n1 | 0.7 | 0.1 | -0.3 | 4 | -0.7 | 3 | 0 | -31 | 6
CCOC(=O)C1=C(O)C(=O)N(CCCn2ccnc2)C1c1ccc(C)cc1 (centres undefined) | 0.1 | 1.1 | 3.4 | 1 | 0.1 | 18 | 11 | -14 | 6
CCCC(c1nnnn1CC(=O)OCC)N(Cc1cc2c(C)cc(C)cc2[nH]c1=O)C1CCCC1 (centres undefined) | -0.1 | 1.0 | 0.7 | -2 | 0.5 | 17 | -12 | 2 | 3
O=S(=O)(c1cccs1)N1CCC(CO)(Cc2ccc(Cl)cc2)CC1 | -0.9 | 2.0 | 5.0 | -1 | 1.2 | -59 | -4 | -6 | 2
Cc1cc(OCC(=O)Nc2cnn(CCCC(=O)O)c2)ccc1[N+](=O)[O-] | 0.2 | -0.3 | 1.1 | 6 | -0.2 | -20 | -1 | 22 | 11
COc1cccc(NC(=O)CNS(=O)(=O)c2ccc3nc(C)sc3c2)c1 | 1.5 | -0.5 | -0.2 | -1 | 1.6 | -43 | -13 | -33 | 6
CC(C(=O)Nc1ccncc1)(c1ccccc1)c1ccccc1 | -0.4 | -0.8 | -3.8 | -2 | -1.5 | 0 | -6 | 12 | 0
CC(C)(C)c1cc(C(F)(F)F)n2ncc(-c3ccccc3)c2n1 | -0.3 | 1.0 | -0.1 | -1 | -0.7 | 30 | -9 | 0 | -2
CN(CCOc1ccc(-c2ccn(S(=O)(=O)c3c(Cl)cccc3Cl)n2)cc1)c1ccccn1 | 0.3 | 0.7 | 0.7 | 0 | 2.0 | -8 | -3 | -9 | 7
COc1cc(C)c(S(=O)(=O)N2CCCC2)cc1C | 0.8 | 0.8 | -1.4 | -3 | -1.9 | 7 | -12 | 19 | 2
O=C(O)c1ccccc1C(=O)NCC(O)COc1ccc(Cl)cc1 (centres undefined) | 0.1 | 0.2 | -1.7 | -4 | 0.4 | -2 | 1 | 4 | 4
O=C1Nc2ccccc2C(O)(C(=O)NCc2ccco2)N1c1ccc(Cl)c(Cl)c1 (centres undefined) | -0.1 | -0.3 | -0.7 | -1 | -0.5 | -7 | 10 | -29 | 1
COc1nsnc1N1CCOCC1 | -0.3 | 0.8 | 0.9 | 0 | 1.0 | -12 | 6 | -15 | 4
O=C(COc1ccc(Br)cc1)N1CCN(c2ccc([N+](=O)[O-])c(N3CCCCC3)c2)CC1 | 0.7 | 0.7 | 0.1 | 5 | -0.7 | 15 | -10 | 12 | 11
Cc1nnc(SCc2ccc(CSc3nnc(C)c(=O)[nH]3)cc2)[nH]c1=O | 1.8 | 0.4 | 0.5 | -3 | 0.1 | 28 | 5 | -21 | 2
